Assay outcomes: PubChem BioAssay, several laboratories
proCasp3 act: activators of human procaspase-3 D3A mutant, primary screen, biochemical, absorbance, PC-3 D3A mutant, single concentration. Caspase-3 (Homo sapiens), P42574. recombinant procaspase-3 D3A, Ac-DEVD-pNA absorbance 405 nm. activation, % at 8.5 µM. 330,000 compounds, 0.11% hits. AID 463141, 2010;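 active means activation above the mean of all tested compounds plus 3 SD, cut at about 21% in these data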;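 further: 0% = DMSO alone and 100% = DMSO wells spiked with extra 5 µM PC-3 D3A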
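Technique: 405 nm absorbance of p-nitroaniline, reads at 0 and 120 min; Test system: Procaspase-3 D3A mutant; Incubation: 1 h enzyme-compound preincubation, then 2 h substrate reaction, 25 °C; Repeats: singlicate, each compound tested once; Benchmarks: low control DMSO wells, high control DMSO plus 5 µM PC-3 D3A.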
ZTA counter: counter-screen for EBNA-1 inhibitors: inhibitors of Epstein-Barr virus ZTA | 320,000 compounds, 0.15% hits | ZTA-DNA binding, fluorescence polarization | P03206 | inhibition, % at 11 µM | AID 2234; in the data active means inhibition above about 33%
RPL19A TOR yeast: RPL19A-GFP expression modulators in yeast, primary screen, cell-based, S. cerevisiae, multiplex flow cytometry, MLPCN; 330,000 compounds, 0.3% hits; S. cerevisiae RPL19A-GFP strain, 3 h; hits give low values; percent response vs DMSO, % at 10 µM;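 active means percent response vs DMSO below 50%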;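 further: median channel GFP fluorescence of the barcoded RPL19A-GFP strain; ratio of sample median GFP to plate DMSO average so 100% = DMSO; lower means less RPL19A-GFP as with rapamycin TOR inhibition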
AHR act: AHR activators, primary screen, cell-based, luminescence, luciferase reporter, human; 320,000 compounds, 2.5% hits; AHR-responsive luciferase reporter cells; Aryl hydrocarbon receptor (Homo sapiens), P35869; activation, % at 5 µM; in the data active means activation above about 47%;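 further: 0% = vehicle wells and 100% = reference agonist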
Target sequence (P35869 whole entry, looked up): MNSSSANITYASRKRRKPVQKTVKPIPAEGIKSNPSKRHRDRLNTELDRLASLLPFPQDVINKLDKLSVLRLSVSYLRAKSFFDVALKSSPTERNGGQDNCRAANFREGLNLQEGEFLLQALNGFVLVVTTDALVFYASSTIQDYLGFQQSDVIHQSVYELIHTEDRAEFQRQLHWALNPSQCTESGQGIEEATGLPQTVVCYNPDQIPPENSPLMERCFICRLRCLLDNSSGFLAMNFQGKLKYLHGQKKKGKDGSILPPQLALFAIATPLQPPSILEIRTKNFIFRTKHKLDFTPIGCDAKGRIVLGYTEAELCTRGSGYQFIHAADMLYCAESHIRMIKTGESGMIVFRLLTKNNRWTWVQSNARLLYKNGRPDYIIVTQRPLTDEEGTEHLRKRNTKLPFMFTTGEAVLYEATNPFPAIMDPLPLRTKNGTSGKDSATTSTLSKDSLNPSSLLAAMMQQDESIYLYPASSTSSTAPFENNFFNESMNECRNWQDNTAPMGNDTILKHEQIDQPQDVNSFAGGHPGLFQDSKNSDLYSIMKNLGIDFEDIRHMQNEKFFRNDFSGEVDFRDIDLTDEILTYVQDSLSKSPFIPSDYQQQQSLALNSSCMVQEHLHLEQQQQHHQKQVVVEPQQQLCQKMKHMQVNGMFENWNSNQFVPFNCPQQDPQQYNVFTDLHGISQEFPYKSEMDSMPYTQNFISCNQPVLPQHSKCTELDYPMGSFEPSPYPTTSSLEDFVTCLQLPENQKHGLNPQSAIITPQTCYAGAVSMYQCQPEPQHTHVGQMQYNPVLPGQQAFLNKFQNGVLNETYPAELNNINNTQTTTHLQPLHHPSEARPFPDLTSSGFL
EBNA-1 inhibitor: EBNA-1 DNA-binding inhibitors, primary screen, biochemical, fluorescence polarization; 300,000 compounds, 0.34% hits; inhibition, % at 14.8 µM; AID 1950, 2009; in the data active means inhibition above about 28%
MEP2-GFP yeast: modulators of MEP2-GFP levels in yeast, primary screen, S. cerevisiae, multiplex flow cytometry, MLPCN library; S. cerevisiae MEP2-GFP strain, 3 h; 100% = DMSO control level; GFP response vs DMSO, % at 10 µM; AID 2016, 2009; 330,000 compounds, 0.51% hits;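 active means GFP response versus DMSO above a set limit, roughly screen mean plus 3 SD, cut at about 180% in these data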;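 further: median GFP fluorescence of the barcode-gated MEP2-GFP cells per well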
proCasp7 act: procaspase-7 activators, primary screen, counter-screen for procaspase-3 activator project, biochemical, absorbance, HTS, human | Caspase-7 (Homo sapiens), P55210 | recombinant procaspase-7, Ac-DEVD-pNA absorbance 405 nm; D23A/D198A/D206A triple mutant, cannot self-cleave; scale: DMSO 0, 5 µM enzyme 100 | activation, % at 8.5 µM | 330,000 compounds, 0.093% hits;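 active means percent activation above the screen-wide mean plus 3 SD, cut at about 25% in these data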
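System: Uncleavable procaspase-7 mutant enzyme; Amount: 2 µM procaspase-7 mutant as dispensed; Schedule: 1 h compound preincubation, 2 h substrate cleavage, 25 °C; Measured by: 405 nm absorbance of p-nitroaniline; Evaluation: percent activation from buffer-corrected 0–120 min absorbance change; Control set: low DMSO alone, high DMSO plus 5 µM PC-7.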
LAP4 TOR yeast: modulators of LAP4-GFP expression in yeast, primary screen, S. cerevisiae, multiplex flow cytometry, MLPCN library | 3 h; median GFP as percent of DMSO wells | GFP response vs DMSO, % at 10 µM | 320,000 compounds, 0.34% hits | AID 2023, 2009;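 active means GFP response vs DMSO above a set limit, about the screen mean plus 3 SD, cut at about 150% in these data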
* = called active by the depositor; . = not tested or not shown.

Molecule,proCasp3 act,ZTA counter,RPL19A TOR yeast,AHR act,EBNA-1 inhibitor,MEP2-GFP yeast,proCasp7 act,LAP4 TOR yeast
COc1ccc(N=c2scc(-c3ccc(OC)cc3)n2CCO)cc1,-15,2,108,-4,-2,113,-12,120
O=C(Nc1ccc2c(c1)OCO2)C1CC(c2c(F)cccc2Cl)=NO1 (stereo unspecified),5,4,100,6,8,115,9,106
O=C(Cn1nc(-c2ccccc2F)ccc1=O)NCc1ccc2c(c1)OCO2,7,-18,94,35,13,92,8,90
CN(C)c1ccc([N+](=O)[O-])cc1C(=O)NCC(c1ccco1)N(C)C (stereo unspecified),1,12,101,0,-10,99,-13,88
CC1OC2(C)OC(=N)C1(C#N)C(C#N)(C#N)C2c1ccccc1 (stereo unspecified),-3,7,99,-2,-8,105,6,93
CC(=O)Nc1ccc(SCC(=O)Nc2ccc3c(c2)OCCO3)cc1,-13,.,97,1,.,97,-26,95
CCC(C)NCCCOc1ccc(Cl)cc1C(C)(C)C (stereo unspecified),5,-12,104,-1,0,98,0,94
COc1ccccc1C(=O)OCc1ccc2sc(C)nc2c1,3,20,93,6,5,95,5,125

More compounds follow:
Molecule,proCasp3 act,ZTA counter,RPL19A TOR yeast,AHR act,EBNA-1 inhibitor,MEP2-GFP yeast,proCasp7 act,LAP4 TOR yeast
Cc1cccc(NC(=O)c2ccc(S(=O)(=O)N3CCCCC3)cc2)n1,7,4,99,5,2,104,-8,97
Cc1ccc(-c2cc(C(=O)N/N=C\c3cnn(C)c3C)c3ccccc3n2)cc1C,-6,-10,95,39,-1,103,-6,91
CCN(CCCNS(=O)(=O)c1ccc2c(c1)oc(=O)n2C)c1cccc(C)c1,10,-5,100,1,9,109,-2,107
CCOC(=O)c1c(NC(=O)C(C)N2CCN(C(=O)c3ccco3)CC2)sc2c1CCCC2 (stereo unspecified),5,16,95,-5,-1,94,12,88
CCC/C(C#Cc1ccc(N(C)C)cc1)=C1/c2ccccc2C(=O)N1c1ccccc1,-43,.,94,5,.,102,-44,93
CN(Cc1ccsc1)C(=O)CCc1nnc(CCCc2ccccc2)o1,-1,-4,96,1,8,103,11,110
COc1ccc(-n2ncc3c2CC(C)(C)CC3NC(=O)CCCN2CCCC2=O)cc1 (stereo unspecified),-1,-9,99,1,-4,100,4,91
O=C(COc1ccc(/C=N/NC(=O)c2ccccc2O)cc1)Nc1ccccc1,0,5,94,3,14,102,10,108

Arranged by value in EBNA-1 inhibitor (low to high): 3 of the compounds above.
structure | EBNA-1 inhibitor
Cc1ccc(-c2cc(C(=O)N/N=C\c3cnn(C)c3C)c3ccccc3n2)cc1C | -1
Cc1cccc(NC(=O)c2ccc(S(=O)(=O)N3CCCCC3)cc2)n1 | 2
O=C(COc1ccc(/C=N/NC(=O)c2ccccc2O)cc1)Nc1ccccc1 | 14

Remaining list, next part
Molecule,proCasp3 act,ZTA counter,RPL19A TOR yeast,AHR act,EBNA-1 inhibitor,MEP2-GFP yeast,proCasp7 act,LAP4 TOR yeast
CSc1ccc(S(=O)(=O)Nc2ccc(S(=O)(=O)Nc3ccc(C)cc3)cc2)cc1,-2,-6,103,3,-3,103,2,106
COC(=O)c1cn(NC(=O)Cc2ccccc2Br)c(=O)c2ccccc12,8,3,103,3,-1,106,1,94
CC(=O)Nc1ccc(NC(=O)C2CCCN(c3nnc(-n4cccc4)s3)C2)cc1 (stereo unspecified),0,-18,104,3,5,103,6,102
CCOC(=O)c1cnn(-c2ccccc2)c1NC(=O)c1ccc(C)cc1,13,12,95,-2,4,107,1,98
COc1ccc(NS(=O)(=O)c2ccc3oc(=O)c4[nH]c(=O)c(=O)n(C)c4c3c2)cc1,5,-6,104,2,4,104,-4,105
CCOC(=O)CCn1cc(F)c(=O)[nH]c1=O,3,-6,96,0,-5,96,8,105
Cn1c(CC(=O)Nc2ccccc2F)nnc1SCC(=O)Nc1ccccc1Br,3,-10,92,0,-8,91,-1,84
Cc1cc(=O)n(CNC(=O)c2ccccc2)c(=S)[nH]1,1,7,98,0,6,104,3,104

(next part)
Molecule,proCasp3 act,ZTA counter,RPL19A TOR yeast,AHR act,EBNA-1 inhibitor,MEP2-GFP yeast,proCasp7 act,LAP4 TOR yeast
O=C(COC(=O)/C=C/c1ccc(OC(F)F)cc1)NC1CCCCC1,2,-11,104,2,2,102,6,107
CC1(C)Cc2ccccc2-c2nnc(-c3ccco3)n21,11,13,96,-1,10,102,5,93
O=C(NC1CC1)C1CCN(C2CCN(C(=O)CC3=CCCCC3)CC2)CC1,-2,3,99,1,10,106,-12,111
CCOc1cc2c3c(c1)C1(Nc4ccccc4S1)C(=O)N3C(C)(C)CC2C (stereo unspecified),1,-6,108,3,-11,105,-6,116
CC(C)Nc1nc(-c2ccccn2)nc(-c2ccccc2)c1C#N,3,-5,91,0,17,105,4,104
CC(C)c1nnc(NC(=O)c2nc(S(=O)(=O)Cc3ccccc3F)ncc2Cl)s1,-6,5,95,0,5,95,-4,94
COc1ccccc1NC(=O)Nc1ccc2[nH]c(=O)[nH]c2c1,-11,-2,100,5,-7,104,3,91
CCc1nnc(-n2nc(C)cc2-c2ccccc2)n1N,9,-12,101,-3,7,96,4,97

New compounds follow
Molecule,proCasp3 act,ZTA counter,RPL19A TOR yeast,AHR act,EBNA-1 inhibitor,MEP2-GFP yeast,proCasp7 act,LAP4 TOR yeast
Cc1ccc(C2C(C#N)=C(N)Oc3c2sc2ccccc32)o1 (stereo unspecified),-5,-7,99,32,3,112,-17,126
CC(=O)Nc1ccc(C(=O)Nc2nc(-c3cccnc3)cs2)cc1,-12,15,98,32,-5,96,-13,97
Cc1cccc(-c2nnc(N)s2)c1,7,-1,95,8,-7,93,-7,93
Cc1ccc(C(=O)/C=C2\NCC(C)NC2=O)cc1 (stereo unspecified),2,-3,99,-4,1,123,22,87
COc1ccc(-c2nnc3ccc(SCC(=O)N4CCCCC4)nn23)cc1OC,9,17,97,-1,4,100,2,96
COc1ccc2c(c1)O[C@H](c1ccc3c(c1)OCO3)[C@@H](OC(=O)Nc1cc(OC)c(OC)c(OC)c1)C2=O,-10,5,98,11,-3,92,-21,109
COc1ccc(NC(=O)C(C/C=C(/C)Cl)C(C)=O)cc1 (stereo unspecified),-3,12,98,7,7,97,0,94
c1ccc(C2(CNc3ccccn3)CCCC2)cc1,12,-3,94,-2,0,98,3,99

Next entries.
Molecule,proCasp3 act,ZTA counter,RPL19A TOR yeast,AHR act,EBNA-1 inhibitor,MEP2-GFP yeast,proCasp7 act,LAP4 TOR yeast
c1ccc(CCc2cc3ccccc3[nH]2)cc1,4,7,94,14,.,95,1,110
COc1cc(/C=C/C(=O)c2ccc3c(c2)OCO3)cc(OC)c1OC,-4,-4,98,14,.,102,2,104
COc1c(O[C@@H]2O[C@H](CO)[C@@H](O)[C@H](O)[C@H]2O)cc2c(c1OC)-c1ccc(SC)c(=O)cc1C(NC(C)=O)CC2 (stereo partly specified),-4,9,112,-1,5,97,10,123
O=C(Cn1cncn1)N/N=C/c1ccncc1,-15,-6,97,-1,-15,97,5,101
CCOC(=O)c1[nH]c2ccccc2c1NC(=S)Nc1ccccc1C,7,-13,98,59*,8,90,-1,96
O=C(CSc1cn(Cc2ccccc2)c2ccccc12)NCc1ccc(F)cc1,5,6,93,0,-1,103,-1,98
CCCCNC(=O)c1onc(CSc2ccc(C(C)C)cc2)c1C(=O)O,6,15,97,0,11,90,-8,102
Cc1c(C(=O)Nc2ccc(S(=O)(=O)N(C)C3CCN(C)CC3)cc2)oc2ccccc12,2,-1,102,8,.,101,-2,109

Following part
Molecule,proCasp3 act,ZTA counter,RPL19A TOR yeast,AHR act,EBNA-1 inhibitor,MEP2-GFP yeast,proCasp7 act,LAP4 TOR yeast
Cc1cc2cc(CN(Cc3cccs3)C(=S)NCC3CCCO3)c(=O)[nH]c2cc1C (stereo unspecified),5,4,98,21,-10,104,5,109
CCc1ccc(-c2cc(C(=O)NCCCn3ccnc3)c3ccccc3n2)s1,5,-8,92,10,3,103,1,99
Cc1ccc(C(=O)CSc2nnnn2Cc2ccccc2)cc1C,-5,-4,97,2,2,98,5,107
Cc1ccc(S(=O)(=O)Oc2ccc(C3C4=C(CCCC4=O)N(CCC(=O)O)C4=C3C(=O)CCC4)cc2Cl)cc1,-1,13,105,-3,12,103,1,97
COc1cccc(OCC(=O)O)c1,-5,-15,95,1,-4,101,8,100
Cc1nn(C)c(NC(=O)c2ccc(Cl)cc2)c1Cl,14,0,105,4,-9,109,10,108
CCC(C)[C@H](NC(=O)NCc1cccnc1)C(=O)OC (stereo partly specified),12,-15,105,-2,0,103,-5,113
O=C(c1ccc(Cl)cc1)N1CCc2c([nH]c3ccccc23)C1C(F)(F)F (stereo unspecified),-5,-3,89,9,-8,100,-3,121
COC(=O)[C@H]1CCCN1C(=O)Nc1cccc(Oc2c(F)c(F)c(F)c(F)c2F)c1,-1,28,97,-1,1,103,-5,96
COCCn1c(=O)[nH]c2cc(C(=O)NCc3ccccc3)ccc2c1=O,-1,3,98,2,-1,99,3,96
COc1cc(-c2noc(C)c2C(=O)NCC[C@@H]2CCCN2C)cc(OC)c1OC,-2,.,93,1,.,90,6,84

Compounds from the list above containing an aryl thioether with sulfur outside any ring (8):
Molecule,proCasp3 act,ZTA counter,RPL19A TOR yeast,AHR act,EBNA-1 inhibitor,MEP2-GFP yeast,proCasp7 act,LAP4 TOR yeast
CC(=O)Nc1ccc(SCC(=O)Nc2ccc3c(c2)OCCO3)cc1,-13,.,97,1,.,97,-26,95
CSc1ccc(S(=O)(=O)Nc2ccc(S(=O)(=O)Nc3ccc(C)cc3)cc2)cc1,-2,-6,103,3,-3,103,2,106
Cn1c(CC(=O)Nc2ccccc2F)nnc1SCC(=O)Nc1ccccc1Br,3,-10,92,0,-8,91,-1,84
COc1ccc(-c2nnc3ccc(SCC(=O)N4CCCCC4)nn23)cc1OC,9,17,97,-1,4,100,2,96
COc1c(O[C@@H]2O[C@H](CO)[C@@H](O)[C@H](O)[C@H]2O)cc2c(c1OC)-c1ccc(SC)c(=O)cc1C(NC(C)=O)CC2 (stereo partly specified),-4,9,112,-1,5,97,10,123
O=C(CSc1cn(Cc2ccccc2)c2ccccc12)NCc1ccc(F)cc1,5,6,93,0,-1,103,-1,98
CCCCNC(=O)c1onc(CSc2ccc(C(C)C)cc2)c1C(=O)O,6,15,97,0,11,90,-8,102
Cc1ccc(C(=O)CSc2nnnn2Cc2ccccc2)cc1C,-5,-4,97,2,2,98,5,107

This is a random part of the collection. Share with any hit: about 3.8%.
